# Screening results deposited in PubChem by Sanford-Burnham Center for Chemical Genomics.
# KOR beta-arrestin-1: KOR antagonists, beta-arrestin recruitment, cell-based, luminescence, uHTS (AID 1778) | actives 0.091% (n = 290,000) | inhibition, % at 10 µM, or IC50 in µM where a hit was titrated | KOR beta-arrestin recruitment, luminescence, antagonist mode; higher % means a stronger effect; in the data active = inhibition above about 50%; also: strong numbers were not always called active
# KOR beta-arrestin-2: KOR agonists, beta-arrestin recruitment, primary screen, cell-based, luminescence, uHTS (AID 1777). KOR beta-arrestin recruitment, luminescence; higher % means a stronger effect. one-dose activation, % at 10 µM; EC50 in µM for titrated hits. actives 0.02% (n = 280,000); in the data active = activation above about 50%, passing the limit was not always enough; also: a part of the inactive calls stands beside numbers as strong as those of hits
# NOD1 NF-kB reporter: NOD1 signaling inhibitors, primary screen, cell-based, luminescence, uHTS (AID 1578); NOD1-driven NF-kB luciferase reporter cells, luminescence; higher % means a stronger effect; actives 1% (n = 290,000); inhibition, % at 4 µM, or EC50 in µM where a hit was titrated; in the data active = inhibition mostly above about 36%, no sharp cut-off; inactive = mostly below about 34%;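 also: HEK-293T reporter cells stimulated with the NOD1 agonist gamma-tri-DAP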
# Siah-1 displacement: blockers of Siah-1 interaction with plectin peptide – biochemical, fluorescence polarization, rhodamine-plectin, uHTS, primary screen (AID 1817) | displacement, % at 20 µM, or IC50 in µM where a hit was titrated | actives 0.02% (n = 290,000) | Siah-1 / rhodamine-plectin peptide fluorescence polarization; higher % means a stronger effect;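 active = displacement of at least 50% at 20 µM, with a fluorescence ratio check between 0.3 and a set limit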;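 also: plate controls were Siah plus tracer with DMSO for no effect and tracer alone without Siah for full effect; strong numbers were not always called active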
# HIV peptide binding: inhibitors of HIV fusion peptide binding, primary screen, biochemical, uHTS, fluorescence dequenching (AID 1986); actives 0.3% (n = 290,000); cell-free peptide binding, fluorescence dequenching, 30 min; higher % means a stronger effect; one-dose inhibition, % at 20 µM; IC50 in µM for titrated hits; in the data active = inhibition mostly above about 52%, no sharp cut-off; inactive = mostly below about 76%; also: some results filed as inactive read as strong as hits
# GPR55 antagonists: GPR55 antagonists blocking LPI-driven arrestin recruitment, primary screen, imaging, U2OS, beta-arrestin-GFP, LPI agonist (AID 2013) | actives 0.13% (n = 290,000) | one-dose inhibition, % at 10 µM; IC50 in µM for titrated hits | U2OS GPR55 beta-arrestin-GFP translocation imaging, LPI antagonism; higher % means a stronger effect;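 active = spots per cell inhibited over 60%, with over 100 cells counted and total cytoplasm intensity under 500,000; inconclusive = wells with under 100 cells, flagged as likely toxic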;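 also: U2OS cells stably carrying GPR55 and arrestin-GFP stimulated by 5 µM LPI near EC80; imaged beta-arrestin-GFP aggregate spots per cell after agonist stimulation; plate controls were LPI-stimulated DMSO wells for no effect and DMSO wells without LPI for full effect; some results filed as inactive read as strong as hits; confirmed hits need IC50 under 10 µM and bright autofluorescent wells are also inconclusive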
# GPR35 arrestin U2OS: GPR35 antagonists blocking zaprinast-driven arrestin recruitment, primary screen, imaging, U2OS, beta-arrestin-GFP, zaprinast agonist (AID 2058). actives 0.052% (n = 290,000). U2OS GPR35 beta-arrestin-GFP translocation imaging, zaprinast antagonism; higher % means a stronger effect. inhibition, % at 10 µM, or IC50 in µM where a hit was titrated;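 active = inhibition of at least 50% with at least 30 cells and total cytoplasm GFP at most 10,000,000; inconclusive = under 30 cells or total GFP of 10,000,000 plus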
# GPR55 beta-arrestin: GPR55 agonists via beta-arrestin recruitment, primary screen, imaging, U2OS cells, beta-arrestin-GFP redistribution (AID 1961); U2OS GPR55 beta-arrestin-GFP redistribution imaging; higher % means a stronger effect; actives 0.048% (n = 290,000); one-dose activation, % at 10 µM; EC50 in µM for titrated hits;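 active = activation above 40% with more than 50 cells counted in the well; inconclusive = wells holding fewer than 50 cells, flagged as toxic or sparse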;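 also: U2OS osteosarcoma cells stably expressing GPR55 and beta-arrestin-GFP; plate controls were DMSO negative control for no effect and LPI positive control for full effect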
# AID2073: inhibitors of Mint1-CaV2.2 protein interaction, biochemical, HTRF (AID 2073) | HTRF protein-protein interaction, Mint1-CaV2.2; higher % means a stronger effect | inhibition, % at 20 µM; hits with a dose series show IC50 in µM | actives 0.19% (n = 290,000); in the data active = inhibition mostly above about 51%, no sharp cut-off; inconclusive = no clear call, values can overlap the other calls; inactive = mostly below about 53%; also: some results filed as inactive read as strong as hits
# An asterisk follows results filed as active; ? = inconclusive; / = no result given; [ ] = another dose, or the depositor's remark.
Structure,KOR beta-arrestin-1,KOR beta-arrestin-2,NOD1 NF-kB reporter,Siah-1 displacement,HIV peptide binding,GPR55 antagonists,GPR35 arrestin U2OS,GPR55 beta-arrestin,AID2073
COc1ccc2c(c1OC)c(=O)n1c3ccc(OC(C)C(=O)NCCN4CCOCC4)cc3c3ccnc2c31 (configuration not stated),-45%[20 µM],-3.6%,29%,6%,0.2%,-1%,-7%,-0.1%,33%
COCCCNC(=O)CCc1nc(-c2ccccc2Cl)no1,-7%,-1.4%,-27%,3%,5.4%,2%,6%,-0.5%,12%
CC(C)NS(=O)(=O)c1ccc(CCC(=O)N2CCC(C(N)=O)CC2)cc1,-13%[20 µM],/,-25%,-2%,0.0%,-11%,3%,0.0%,-6%
CN1CCN(/N=C/c2ccc(Cl)c(Cl)c2)CC1,11%,6.5%,-47%,16%,0.8%,-2%,-1%,?,-38%
COc1ccc(CNS(=O)(=O)c2ccc3c(c2)N(C(C)=O)CC(C)S3)cc1 (configuration not stated),-34%,6.0%,53%,-8%,-2.1%,1%,12%,0.0%,8%
CCc1nc2cccnc2n1-c1ccc(CC(=O)NCCOC)cc1,-6%,4.1%,5%,2%,4.2%,8%,2%,0.4%,-2%
COC(=O)[C@@H](Cc1ccccc1)NC(=O)NCCc1ccccc1,-6%,-5.3%,0%,-3%,0.3%,-7%,0%,-0.1%,-9%
COc1cccc(NC(=O)CN(C)C(=O)c2cc(S(=O)(=O)NCc3ccccc3)ccc2C)c1,-15%,4.3%,-19%,-2%,0.2%,8%,8%,-0.2%,-5%
COc1ccccc1/C=C1\SC(=S)N(CCC(=O)NNC(=O)c2ccccc2O)C1=O,-14%,0.0%,-25%,-7%,6.6%,14%,7%,-0.2%,6%
CC(C)(C)c1ccc(OCC(O)CSc2ncn[nH]2)cc1 (configuration not stated),-5%,-11%,6%,3%,-2.9%,10%,1%,-0.2%,-16%
COc1ccc(C(=O)Nc2cccc3cccnc23)cc1OC,-30%,0.9%,-29%,6%,1.6%,8%,-11%,-0.1%,-6%
CC(=O)N1CCCN(Cc2cn(-c3ccc(C)cc3)nc2-c2ccc(F)cc2)CC1,-14%[20 µM],3.9%,-37%,1%,1.8%,5%,-12%,-0.1%,-1%
COc1cc(C(=O)c2ccccc2)c(OC)cc1C(=O)Nc1ccc(O)cc1,-21%[20 µM],/,-45%,2%,0.3%,6%,2%,-0.1%,-2%
O=S(=O)(Nc1ncccn1)c1ccc(Cl)cc1,-32%[20 µM],/,-14%,1%,1.5%,-32%,7%,-0.2%,2%
COCc1cc(=O)[nH]c(/N=C(\N)Nc2cccc(Cl)c2)n1,-19%,-4.5%,-30%,0%,0.0%,-1%,-5%,-0.1%,-3%
COC(=O)C(C)NC(=O)C1CCCN1S(=O)(=O)c1cc(C)c(Cl)cc1C (configuration not stated),2%,1.6%,-6%,3%,2.6%,-6%,3%,-0.3%,2%
O=C(NC1CCCc2ccccc21)C12CC3CC(CC(O)(C3)C1)C2 (configuration not stated),-1%,0.1%,-15%,0%,-0.8%,-13%,-10%,-0.3%,-5%
CC(NS(=O)(=O)c1ccc2c(c1)oc(=O)n2C)c1ccccc1 (configuration not stated),4%,-0.9%,-18%,5%,12%,5%,-13%,0.1%,8%
O=C(CN1C(=O)CSC1=O)N1CCCC(Nc2ccc(F)cc2)C1 (configuration not stated),-2%,13%,-27%,-3%,-1.3%,4%,-6%,0.2%,-9%
CC1=[N+](CC(=O)NC(C)(C)C)CCc2ccccc21,-10%,-0.8%,-26%,2%,8.4%,2%,16%,0.4%,12%
Cc1cccc2c1cnn2C(=O)CCC(=O)NCc1ccc(F)cc1,-21%[20 µM],-3.4%,-10%,4%,-0.5%,-4%,4%,-0.3%,37%
CN1CCN(C(=S)Nc2cccc(C(F)(F)F)c2)CC1,20%,9.7%,-15%,3%,1.3%,9%,4%,0.2%,-23%
Cc1ccc(/C(O)=C2/C(=O)C(=O)N(c3ccccn3)C2c2ccc(F)cc2)cc1 (configuration not stated),-16%[20 µM],-2.8%,8%,-5%,5.7%,4%,0%,-0.2%,16%
Cc1ccc2nc3sc(C(=O)N4CCCc5ccccc54)c(N)c3cc2c1,-3%,-0.8%,-26%,0%,8.2%,-3%,10%,-0.2%,-8%
CCSc1nnc(N2C(=O)c3ccc(C(=O)c4ccc(C(=O)O)cc4)cc3C2=O)s1,10%,-0.7%,-42%,3%,4.8%,-2%,-10%,-0.2%,7%
COc1cc(NS(=O)(=O)c2ccc(F)cc2)c(OC)cc1NC(C)=O,-10%,-1.6%,5%,-1%,-1.1%,6%,4%,0.9%,9%
CC(=O)Nc1nc2cccc([N+](=O)[O-])c2s1,14%[20 µM],-2.1%,-30%,-8%,0.7%,-17%,-1%,0.0%,14%
CC(=O)Nc1cccc(OCC(=O)NC(C)C(C)C)c1 (configuration not stated),-30%,2.1%,-14%,1%,0.0%,-6%,-10%,-0.2%,-1%
Cc1nn(CC(=O)NC(C)CCc2ccccc2)c(=O)c2nn(-c3ccccc3)c(C)c12 (configuration not stated),-31%,3.4%,-13%,-1%,0.2%,-3%,10%,-0.2%,11%
COc1cc(-c2nc(C)c(C(C)=O)n2O)ccc1OCC(=O)Nc1ccc(Cl)cc1,19%,-3.6%,-3%,5%,8.1%,2%,2%,0.0%,15%
CCOC(=O)C1=NNC(C(=O)c2ccc(C)cc2)C1c1ccc(OC)cc1 (configuration not stated),-15%,-1.9%,13%,-4%,-1.1%,-4%,-3%,-0.1%,-1%
CC(C)N(Cc1nc(-c2ccccc2)no1)C(=O)CN1C(=O)c2ccccc2C1=O,-14%,-8.5%,-2%,9%,-0.2%,6%,3%,-0.2%,7%
CCOc1cc(/C=N/n2c(C)nnc2C)ccc1O,5%,2.0%,2%,18%,0.9%,13%,-8%,-0.1%,4%
CC(C)(C)NC(=O)CN(C(=O)C1CSC(=O)C1)c1ccc2c(c1)OCCO2 (configuration not stated),24%,-1.9%,-20%,2%,0.4%,-12%,1%,0.5%,1%
CCCn1c(=O)n(CC(=O)NCC2CCCO2)c(=O)c2c3c(sc21)COC(C)(C)C3 (configuration not stated),-26%,-4.1%,-32%,11%,0.0%,11%,8%,-0.1%,-5%
Cc1ccc2nc(-c3cccnc3)cc(C(=O)N3CCN(c4ccc([N+](=O)[O-])cc4)CC3)c2c1,-64%[20 µM],-3.2%,-8%,4%,4.4%,6%,11%,-0.1%,18%
COc1ccc(N2CCN(C(=O)C3CCCN(S(=O)(=O)c4ccc5c(c4)oc(=O)n5C)C3)CC2)cc1 (configuration not stated),42%,-2.1%,-12%,-2%,-0.6%,16%,-5%,-0.2%,3%
Cc1nc2ccc([N+](=O)[O-])cc2c(=O)n1Cc1cccc(Br)c1,-56%[20 µM],2.4%,-11%,-2%,-1.5%,-4%,-5%,0.7%,4%
Cc1ccc(C)c(NC2=NCC(=O)N2C2CCCCC2)c1,-10%,1.9%,-19%,5%,-0.9%,-6%,-9%,-0.4%,-5%
COc1ccc(N2C(=O)CCC(C(=O)N3CCN(c4ccccn4)CC3)C2c2ccc(F)cc2)cc1 (configuration not stated),13%,0.5%,-7%,-1%,0.6%,2%,-2%,-0.3%,4%
CN1CCN(C(=O)C2=C[C@H](c3ccc(Br)cc3)C[C@H](OCCCCO)O2)CC1,-23%,-2.5%,-1%,10%,1.6%,5%,-25%,1.4%,-2%
CC(=O)NC(=O)c1nnn(Cc2ccccc2)c1NC(C)=O,3%,-4.4%,-15%,2%,-1.0%,3%,-6%,2.1%,5%
COc1ccc(CC(=O)NC(C)c2nnc(SCCOc3ccc(OC)cc3)n2C)cc1 (configuration not stated),7%,-3.6%,-1%,1%,-1.3%,10%,4%,0.2%,-1%
O=C(Nc1ccc(S(=O)(=O)Nc2ccccn2)cc1)c1cccc([N+](=O)[O-])c1,12%,-0.7%,0%,5%,0.3%,8%,2%,-0.2%,-4%
Cc1nc(Nc2ccccc2)[nH]c(=O)c1CCC(C)C,3%,-2.4%,-20%,5%,-1.6%,18%,1%,-0.2%,8%
CSCC[C@H](NC(=O)N1CCn2c1nc1ccccc12)C(=O)NCc1ccc(F)cc1,/,/,30%,1%,0.7%,-41%,7%,-0.1%,12%
CC1(C)CC(CC(=O)O)CC(C)(C)N1,18%,-0.6%,-18%,-2%,-0.9%,6%,4%,0.6%,6%
Cc1ccc(-c2cn(-c3ccccc3)c(SCC(N)=O)n2)cc1C,1%,7.9%,-36%,3%,-2.8%,-13%,-7%,-0.3%,-9%
NNC(=O)c1ccc(COc2ccc(Br)cc2)o1,10%,5.4%,-9%,-1%,-0.7%,3%,-1%,0.0%,7%
O=S(=O)(c1ccccc1)N1CCN=C1SCc1c(F)cccc1Cl,7%,12%,-7%,-1%,-2.2%,3%,-2%,-0.1%,8%

# Later entries.
Structure,KOR beta-arrestin-1,KOR beta-arrestin-2,NOD1 NF-kB reporter,Siah-1 displacement,HIV peptide binding,GPR55 antagonists,GPR35 arrestin U2OS,GPR55 beta-arrestin,AID2073
O=C(COC(=O)/C=C/c1cccc([N+](=O)[O-])c1)NCC1CCCO1 (configuration not stated),-7%,-0.3%,-26%,1%,-0.2%,8%,-7%,-0.2%,-8%
O=c1c2c3nc4ccccc4nc3n(/N=C/c3ccncc3)c2ncn1-c1ccccc1,17%,0.1%,1%,9%,-1.7%,5%,8%,-0.1%,7%
CC1(C)Cc2c(sc(NC(=O)C3CC(Cl)=CCC3C(=O)O)c2C#N)CO1 (configuration not stated),-4%[20 µM],0.2%,-26%,-2%,1.8%,3%,-1%,-0.1%,-13%
NS(=O)(=O)c1ccc(NC(=O)C2CCCO2)cc1 (configuration not stated),-12%,-3.4%,-20%,2%,-2.9%,0%,1%,0.2%,-7%
CC1(C)C(=O)Nc2ccccc2N1C(=O)COc1ccc(S(=O)(=O)N2CCOCC2)cc1Cl,10%,0.6%,-5%,6%,-0.3%,3%,2%,0.2%,44%
Cc1ccc2c(C(=O)CN3CCCCC3)c(C)[nH]c2c1,-20%,4.4%,7%,-7%,-0.4%,0%,-2%,0.0%,8%
Cc1ccc(SCCc2cc[n+](CC(=O)c3ccccc3)cc2)cc1,34%[20 µM],/,-29%,-2%,3.8%,0%,0%,-0.1%,29%
O=C(NCc1ccc(Cl)cc1)C(=O)NCC1OCCN1S(=O)(=O)c1cccs1 (configuration not stated),-20%,-1.2%,-12%,1%,0.3%,1%,-3%,0.2%,10%

# Only part of the results is shown; the hit share may differ from the screen's.
